# Compound activity: PubChem, National Center for Advancing Translational Sciences (NCATS)
# ELG1 genotoxic = qHTS screen for small molecules that induce genotoxicity in human embryonic kidney (HEK293T) cells expressing luciferase-tagged ELG1; HEK293T ELG1-luciferase reporter, luminescence, 16 h; Potency, µM (titrated, usually from 46 µM), without a hit: at the top dose activity change, positive = activation, most hits filed as activators; actives 1.3% (n = 330,000); also: potency is read from the fitted curve at half-maximal effect; % of control where 0% means no effect; nearly all actives have a fitted effect of over 60% in size
#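 After overnight (16 hr) compound treatment at 37 °C, ELG1-luciferase HEK293T cells were lysed with ONE-Glo; luminescence quantified 30 min later at room temperature.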
# BRCA1 expr act = qHTS Assay to Identify Small Molecule Activators of BRCA1 Expression; MCF7-BRCA1-FFLuc reporter, luminescence, 48 h; response scale: scaled: vehicle 0%, 10 µM genistein 100%; Potency, µM (series often up to 46.1 µM), inactives show at the top dose activation, usual class: activators; actives 1.1% (n = 380,000); also: potency is read from the fitted curve at half-maximal effect; nearly all actives have a fitted effect of over 80% in size; some results filed as inactive show a strong effect at the top dose
#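 Luminescence from a BRCA1-driven firefly luciferase in MCF7 cells was the read-out, taken 15 min after substrate addition following 48 h compound exposure at 37 °C. Data were normalized to a 10 microM genistein control and DMSO vehicle.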
# Giardia killer = Small Molecules that selectively kill Giardia lamblia: qHTS | Giardia lamblia trophozoite viability | activity change, % at 7.66 µM, hits read low | actives 0.15% (n = 340,000); in the data active = activity change below about -80%; inconclusive = between about -30% and that limit;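 also: parasites exposed to compound for two days anaerobically before the ATP read; % is scaled to controls: 0 for no effect and ±100 for the full control effect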
#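 Viability, read as ATP luminescence: trophozoites at 100 cells/well, compound added, 48 hrs anaerobic at 37 deg C, then 15-30 min room-temperature development before reading.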
# Menin-MLL TR inh = qHTS Assay for Inhibitors Targeting the Menin-MLL Interaction in MLL Related Leukemias: Competition With Texas Red Labeled MLL-derived Mutant Peptide | O00255 | Menin + Texas Red MLL mutant peptide, fluorescence polarization | Potency, µM (doses to about 61.6 µM), inactives show at the highest dose FP activity change, negative = inhibition, usual class: inhibitors | actives 0.23% (n = 270,000); active = well fitted inhibition curve with a large enough effect in the polarisation, with a control signal flat, not every such curve was filed as active; inconclusive = small, poorly fitted or top-dose-only effect, or effect the other way, or a change in a side signal; inactive = no such curve, though single readings can be large or run the other way; the % refers to the polarisation; also: potency is read from the fitted curve at half-maximal effect; % of control where 0% means no effect; many of its hits are not listed in these tables
# NPC1 prom act = qHTS Assay for NPC1 Promoter Activators. actives 2.4% (n = 320,000). AID 485313, 2010. Potency, µM (doses to about 9.22 µM), for inactives: at the top dose activation, most hits filed as activators. Huh7 NPC1 promoter luciferase reporter, 24 h;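 also: potency is read from the fitted curve at half-maximal effect; % of control where 0% means no effect; nearly all actives have a fitted effect of over 60% in size; reporter is driven by a mutant NPC1 promoter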
#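 Readout is luciferase luminescence, reflecting NPC1 promoter activation in stably transfected Huh7 cells after 24 h compound exposure at 37 °C in reduced-serum medium with 10% FBS.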
# PKM2 act = qHTS Assay for Activators of Human Muscle isoform 2 Pyruvate Kinase; purified PKM2, Kinase-Glo ATP luminescence, activation; response scale: 0% is enzyme alone, no compound; actives 0.34% (n = 260,000); Pyruvate kinase PKM (Homo sapiens), P14618; Potency, µM (titrated, usually from 57.5 µM), without a hit: top-dose activation, most hits filed as activators; also: potency is read from the fitted curve at half-maximal effect; % is scaled to controls: 0 for no effect and ±100 for the full control effect; nearly all actives have a fitted effect of over 55% in size
# Target sequence (P14618 whole entry, looked up, canonical isoform): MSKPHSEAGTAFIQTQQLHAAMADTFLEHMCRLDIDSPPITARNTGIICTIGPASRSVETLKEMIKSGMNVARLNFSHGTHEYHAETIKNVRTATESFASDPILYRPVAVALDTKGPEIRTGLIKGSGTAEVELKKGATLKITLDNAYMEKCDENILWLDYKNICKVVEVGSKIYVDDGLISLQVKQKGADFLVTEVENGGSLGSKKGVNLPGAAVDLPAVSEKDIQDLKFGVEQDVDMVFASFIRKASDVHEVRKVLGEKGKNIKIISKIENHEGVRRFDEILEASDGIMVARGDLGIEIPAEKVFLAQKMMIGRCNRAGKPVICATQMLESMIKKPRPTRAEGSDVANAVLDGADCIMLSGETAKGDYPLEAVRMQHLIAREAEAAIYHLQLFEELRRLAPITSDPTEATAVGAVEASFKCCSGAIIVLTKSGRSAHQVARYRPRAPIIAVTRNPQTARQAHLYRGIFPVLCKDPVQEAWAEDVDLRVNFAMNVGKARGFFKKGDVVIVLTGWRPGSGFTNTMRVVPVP
#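 hPK-M2, >95% pure; 0.1 mM ADP / 0.5 mM PEP final; imidazole pH7.2 buffer w/ 7 mM MgCl2, 50 mM KCl; 1 h RT; Kinase-Glo lum. Intermediate enzyme activity for dual inhibitor/activator qHTS.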
# Rab9 prom act = qHTS Assay for Rab9 Promoter Activators | Huh7 Rab9 promoter-luciferase reporter, luminescence, 24 h | Potency, µM (titrated, usually from 9.22 µM), for inactives: top-dose activation, negative = inhibition, most hits filed as activators | actives 2.8% (n = 320,000); also: potency is read from the fitted curve at half-maximal effect; % of control where 0% means no effect; nearly all actives have a fitted effect of over 60% in size
#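 Huh7 cells stably carrying Rab9 promoter–luciferase reporter, plated 1500 cells/well, compound added after 2 h and incubated 24 h at 37 °C; luciferase luminescence then read after 10 min with detection reagent.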
# Gal4-VP16 FLuc = VP16 counterscreen qHTS for inhibitors of ROR gamma transcriptional activity; Drosophila S2 Gal4-VP16 UAS-luciferase, luminescence, 20 h; Potency, µM (titrated, usually from 53.6 µM), without a hit: top-dose activity, negative = inhibition, most hits filed as inhibitors; actives 3.5% (n = 310,000);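 also: Gal4-VP16 expression switched on by copper sulfate through the metallothionein promoter; potency is read from the fitted curve at half-maximal effect; % is scaled to controls: 0 for no effect and ±100 for the full control effect; nearly all actives have a fitted effect of over 50% in size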
# RORg inh = qHTS for inhibitors of ROR gamma transcriptional activity; Nuclear receptor ROR-gamma (Mus musculus), P51450; Drosophila S2 Gal4-RORgamma UAS-luciferase reporter, 20 h; Potency, µM (doses to about 53.6 µM), without a hit: at the top dose activity change, negative = inhibition, hits mostly inhibitors; actives 5.4% (n = 310,000); AID 2551, 2010; also: potency is read from the fitted curve at half-maximal effect; % is scaled to controls: 0 for no effect and ±100 for the full control effect; nearly all actives have a fitted effect of over 60% in size
#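 Stably transfected Drosophila Schneider cells are the test system, with ROR gamma fused to Gal4 and luciferase under UAS control; luminescence is read after 20 hr of 700 uM copper sulfate induction at ambient temperature.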
# FLuc modulator = qHTS profiling assay for firefly luciferase inhibitor/activator using purifed enzyme and Km concentrations of substrates (counterscreen for miR-21 project) | purified FLuc, Km substrates, luminescence inhibition | actives 6.9% (n = 360,000) | Luciferin 4-monooxygenase (Photinus pyralis), P08659 | Potency, µM (titrated, usually from 57.5 µM), for inactives: at the top dose activity change, negative = inhibition, actives largely listed as inhibitors;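 also: potency is read from the fitted curve at half-maximal effect; plate controls were vehicle for no effect and reference inhibitor for full effect; nearly all actives have a fitted effect of over 55% in size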
# Target sequence (P08659 whole entry, looked up): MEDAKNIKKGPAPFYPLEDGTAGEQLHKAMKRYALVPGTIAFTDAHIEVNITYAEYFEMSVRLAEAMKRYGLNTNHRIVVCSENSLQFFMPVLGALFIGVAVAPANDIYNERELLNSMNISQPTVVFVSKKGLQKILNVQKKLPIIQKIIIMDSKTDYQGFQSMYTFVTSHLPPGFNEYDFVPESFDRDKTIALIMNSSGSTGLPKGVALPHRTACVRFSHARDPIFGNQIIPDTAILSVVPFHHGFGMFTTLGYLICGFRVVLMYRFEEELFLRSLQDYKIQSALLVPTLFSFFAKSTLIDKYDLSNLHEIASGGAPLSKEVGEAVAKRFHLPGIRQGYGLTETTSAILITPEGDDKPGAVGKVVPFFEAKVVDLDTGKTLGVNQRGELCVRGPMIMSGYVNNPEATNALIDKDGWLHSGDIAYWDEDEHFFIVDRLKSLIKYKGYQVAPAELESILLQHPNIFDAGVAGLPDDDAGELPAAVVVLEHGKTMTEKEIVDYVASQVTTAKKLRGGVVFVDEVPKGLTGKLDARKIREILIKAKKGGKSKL
#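 Purified P. pyralis luciferase, 10 nM final, with Km-level 10 uM D-luciferin and 10 uM ATP in 50 mM Tris acetate pH 7.5, 10 mM Mg acetate, 0.01% Tween-20, 0.05% BSA; 6-point qHTS titration about 60 µM downward; luminescence read.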
# p53 reactivator = qHTS assay for re-activators of p53 using a Luc reporter. Potency, µM (top dose mostly 92.2 µM), for inactives: at the top dose activity change, positive = activation, most hits filed as activators. H1299 p53-A138V BP100-luciferase reporter, luminescence, 24 h. actives 0.063% (n = 320,000); also: potency is read from the fitted curve at half-maximal effect; % of control where 0% means no effect; nearly all actives have a fitted effect of over 45% in size
#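 H1299 (p53-null), stable ts p53-A138V + BP100-Luc; 1000 cells/well, Opti-MEM/10% FBS; cpd 4 pt, 1:5; 24 h, 37 deg C, 5% CO2; detection reagent 10 min RT; luminescence.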
# Active calls of the source: *; ? = inconclusive; . = not tested or not shown; & = joins results of further samples; [ ] = another dose, or the depositor's remark. Unless noted, calls follow the shape of the dose curve; as a rule, active = well fitted curve in the direction sought with a large enough effect; inconclusive = small, poorly fitted or top-dose-only effect, or another doubt; inactive = no such curve, though single readings can be large; an effect the other way counts as inactive or inconclusive.
No.	molecule	ELG1 genotoxic	BRCA1 expr act	Giardia killer	Menin-MLL TR inh	NPC1 prom act	PKM2 act	Rab9 prom act	Gal4-VP16 FLuc	RORg inh	FLuc modulator	p53 reactivator
1	O=C(Nc1ccccc1F)c1ccc2ncsc2c1	18%	?	-3	17%	2.2µM*	.	4µM*	-3%	-28%	?	?
2	CC(C)(C)C(=O)NCCCc1ccccc1	0%	-10%	14	10%	1%	-6%	4%	2%	-11%	-3%	2%
3	COc1cc(-c2nnc(SCC(=O)N3CCCC3)o2)cc(OC)c1OC	7%	-15%	0	-12%	4%	-11%	18%	0%	0%	-4%	-6%
4	CN(C)C(/C=C/Nc1cccc(Br)c1)=C(C#N)C#N	-1%	-35%	-11	-11%	1%	1%	1%	1%	-1%	1%	4%
5	CSc1nnc(-c2ccc(S(=O)(=O)N3CCOCC3)cc2)n1CC1CCCO1 (configuration not stated)	5%	19%	45[activator]	-16%	1%	-1%	1%	-2%	9%	-2%	-1%
6	CCOC(=O)c1sc(NC(=O)C(C)(C)C)cc1C	18µM*	3.2µM*	-13	3%	2.8µM*	1%	3.2µM*	0%	23%	12µM*	?
7	COc1ccc2[nH]c3c(=O)n(N)c(C)nc3c2c1	-1%	4%	-13	-3%	1%	-9%	9%	-2%	?	-6%	?
8	CN1CCN(C(=O)C2=C[C@H](c3ccc(C(F)(F)F)cc3)C[C@H](OCc3ccc(CO)cc3)O2)CC1	1%	-5%	0	-28%	1%	1%	1%	-5%	11%	0%	0%
9	Cc1cccc2nc(-c3ccccc3)nc(N[C@@H](CO)c3ccccc3)c12	-12%	-72%[inhibitor]	5	-12%	0%	-2%	-4%	-18%	?	0%	5%
10	COc1ccc(OC)c(N(CC(=O)N2CCC(C)CC2)S(=O)(=O)c2ccc(OC)c(OC)c2)c1	1%	-23%	0	?	1%	-1%	2%	3%	4%	11%	12%
11	COc1ccccc1N1CCN(S(=O)(=O)c2ccc3c(c2)oc(=O)n3C)CC1	1%	-18%&2%	-1	25%	-3%	.	-1%	-13%	26%	5%&4%	-1%
12	Cn1c(=O)c2c(nc(NC(Cc3ccccc3)C(=O)O)n2Cc2ccccc2)n(C)c1=O (configuration not stated)	0%	-15%	-13	-1%	-5%	3%	0%	-23%	-2%	-1%	-29%
13	CCOC(=O)c1c(C)n(C)c2ccc(OCC(O)CNC(CC)CO)cc12 (configuration not stated)	-6%	9%	6	2%	8%	-9%	-4%	-2%	-13%	-4%	-17%
14	CC(C)c1ccc(OCC(=O)Nc2cccc(C(=O)Nc3ccccc3C(=O)O)c2)cc1	2%	23%	-6	?	0%	-4%	-4%	-4%	7%	21µM*	-12%
15	Cc1ccc(NC(=O)c2ccc3c(c2)OCCO3)cc1S(=O)(=O)Nc1cccc(Cl)c1	-4%	-10%	-10	?	13%	0%	16%	?	26%	17µM*	?
16	O=C(NNC(=O)c1sc2cccc(Cl)c2c1Cl)NC1CCCCC1	-5%	-1%	-5	22%	-5%	-13%	-3%	0%	-11%	0%	1%
17	CCOC(=O)c1c(NC(=O)c2ccccc2C(=O)O)sc2c1CCCC2	0%	-7%	-4	-9%	-7%	-1%	6%	4%	37%	0%	.
18	Cc1cc(C)n2c(SCC(=O)NC3CCCC(C)C3C)nnc2n1 (configuration not stated)	4%	-2%	-20	-3%	-8%	-7%	-2%	6%	-10%	-1%	0%
19	CCN(CC)/C(=N\S(=O)(=O)c1ccc(F)cc1)c1ccccc1	0%	14%	-14	4%	0%	.	-1%	-1%	-16%	0%	-6%
20	C=C(C)c1cccc(C(C)(C)NC(=O)Nn2cnnc2)c1	2%	9%	-21	-3%	-1%	-3%	11%	2%	-19%	-1%	1%
21	Cc1nc2ccccc2nc1NS(=O)(=O)c1ccc(N)cc1	0%	-1%	2	-3%	0%	-13%	1%	-6%	-9%	-8%	-3%
22	O=C(COC(=O)C1CCCCC1C(=O)N1CCc2ccccc21)NCc1ccco1 (configuration not stated)	-3%	-18%	3	-5%	8%	-1%	-3%	-5%	11%[10 µM]	3%	1%
23	Cc1ccc(OCC(=O)O/N=C(\N)c2ccccn2)cc1	?	6.3µM*	4	-16%	4µM*	-7%	2.5µM*	6%	19%	13µM*	1%
24	O=C(Nc1ccccc1N1CCCC1)C1CCCO1 (configuration not stated)	2%	-18%	-8	.	-2%	.	-1%	.	.	0%	6%
25	Cc1ccc2[nH]c3c(=O)n(CC(=O)N4CC(C)CC(C)C4)ncc3c2c1 (configuration not stated)	-8%	-3%	5	-2%	1%	.	-1%	-1%	1%	2%	-4%
26	COc1cc(C(=O)NCC(=O)OCC(=O)Nc2ncc(Cl)cc2Cl)cc(OC)c1OC	9%	-20%	-19	-10%	-3%	5%	-3%	0%	22%	-3%	1%
27	CCOC(=O)C1(CC2CCCCO2)CCN(Cc2c(C)cc(C)cc2-n2cccn2)CC1 (configuration not stated)	-8%	-32%	-15	?	-2%	-1%	-6%	-6%	1%	-3%	-2%
28	CCOc1ccc(C(=O)C(C)OC(=O)c2nc(Cl)ccc2Cl)cc1 (configuration not stated)	4%	-13%	7	.	-4%	.	2%	.	.	1%	-1%
29	Cc1[nH]nc(N=Cc2c(O)n(C)c(=O)n(C)c2=O)c1-c1ccccc1	-1%	-1%	0	-13%	4%	-15%	14%	-8%	29%	-20%	18%
30	CCOC(=O)C1=NOC(CNC(=O)c2ccccc2Cl)C1 (configuration not stated)	-1%	3%	-20	0%	-4%	1%	-1%	3%	-1%	1%	-1%
31	O=C(C(Sc1ccccc1)c1ccccc1)N1CCN(c2ccccc2)CC1 (configuration not stated)	-5%	-43%	6	-10%	-2%	2%	-6%	-12%	23%	0%	5%
32	COCCNC(=O)c1ccc2c(c1)nc(C)n2-c1cccc(Cl)c1	4%	-14%	-15	-10%	-4%	.	1%	-11%	2%	-1%	11%
33	COc1cc(-c2nc(C(=O)NCC3CCCO3)cc3c2[nH]c2ccccc23)cc(OC)c1OC (configuration not stated)	-9%	-73%	-25	56%[activator]	-1%	1%	-4%	-17%	?	1%	-3%
34	COC(=O)c1c(C)[nH]c(C)c1C(=O)c1ccccc1Cc1ccccc1	.	-17%&-22%	-26	5%	0%[46.1 µM]	.	-10%[46.1 µM]	2%	8%	.	.
35	CCOC(=O)C1(Cc2cccc(OC)c2)CCN(Cc2ccccc2OC)CC1	-16%	0%	-21	-25%	-5%	-7%	-8%	-6%	-21%	0%	-4%
36	CCc1ccc(NC(=O)CSc2nnc(Cn3c(=O)sc4ccccc43)n2C)cc1	3%	0%	-3	-15%	1%	4%	1%	3%	16%	2%	15%
37	C#CCN(C(=O)CC1C(=O)NCCN1C/C=C/c1ccccc1)C1CCCCC1 (configuration not stated)	3%	-25%	2	-2%	-8%	-2%	-11%	-5%	31%	-1%	-1%
38	CC(C)OC(=O)c1cccc(C(=O)Oc2ccc(Br)cc2)n1	0%	14%	5	0%	-4%	1%	-5%	-7%	-11%	9.5µM*	2%
39	CN1CCN(C(=O)c2ccccc2N(Cc2ccccc2)S(=O)(=O)c2ccccc2)CC1	-4%	-55%	-9	17%	-2%	-8%	2%	4%	8%	0%	-13%
40	Cc1ccc(NS(=O)(=O)c2cc(C(N)=O)ccc2C)cc1	1%	-8%	7	.	0%	6%	-6%	0%	22%	4%	-5%
41	CC(C)c1ccc(Nc2nc(Cl)nc(Cl)n2)cc1	-2%	2%	27	-7%	2%	4%	1%	13%	3%[1.91 µM]	-22%	0%
42	CCC1C(=O)N=C(SCC(=O)Nc2ccc(S(N)(=O)=O)cc2)NC1=O (configuration not stated)	1%	5%	-15	0%	-1%	0%	22%	-17%	-2%	6%	3%
43	CCOc1ccc(NC(=S)N(CCOC)C(C)c2cccnc2)cc1 (configuration not stated)	0%	-4%	-15	22%	1%	-1%	-8%	-1%	11µM*	2%	-1%

# An excerpt; rates above refer to the full screens.
